Source: PubChem BioAssay (several laboratories)
GSK3 alpha inh: blocks human GSK-3 alpha kinase. P49840. ADP-Glo luminescence, 60 min. inhibition, % at 10 µM. 0.1% of 320,000 active;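 in the data active = inhibition above about 50%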;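 also: GST-tagged GSK-3 alpha with peptide substrate and 25 µM ATP; 0% = DMSO neutral wells and 100% = GW8510 positive control wells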
GSK3beta inhib: inhibitors of human GSK3beta kinase; P49841; GST-GSK3beta kinase, ADP-Glo luminescence, 60 min; hits give low values; activity score (negative = inhibition), % at 10 µM; 0.038% of 300,000 active; AID 2097;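 active = more than half of replicate wells score below -50%, meaning over 50% inhibition versus plate controls; inconclusive = some replicates but at most half score below -50%; inactive = no replicate scores below -50%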;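 also: 0% = median DMSO wells and -100% = median GW8510 positive control wells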
Target sequence (P49841 whole entry, looked up): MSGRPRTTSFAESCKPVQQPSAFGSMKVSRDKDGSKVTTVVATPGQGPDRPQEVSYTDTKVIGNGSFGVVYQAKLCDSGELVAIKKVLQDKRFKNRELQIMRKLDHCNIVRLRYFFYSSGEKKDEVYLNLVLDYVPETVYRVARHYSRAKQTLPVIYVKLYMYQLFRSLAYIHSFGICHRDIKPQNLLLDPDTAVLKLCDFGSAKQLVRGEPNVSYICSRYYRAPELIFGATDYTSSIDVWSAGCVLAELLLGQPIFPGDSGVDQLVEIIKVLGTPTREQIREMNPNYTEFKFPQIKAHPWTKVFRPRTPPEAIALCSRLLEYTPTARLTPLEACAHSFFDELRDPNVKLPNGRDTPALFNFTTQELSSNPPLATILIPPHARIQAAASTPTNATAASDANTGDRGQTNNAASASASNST
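Assay system: GST-fused GSK3beta enzyme, cell-free / Medium: Tris pH 7.5 buffer with MgCl2, DTT, BSA, heparin / Also added: peptide substrate plus 25 µM ATP (final) / Compound: 10 µM single point / Timing: kinase reaction with compound 60 min at room temperature / Detection: ADP-Glo luminescence / Benchmarks: DMSO neutral wells and GW8510 at 20 µM as positive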
KCNK9 block: inhibitors of human KCNK9 two-pore domain potassium channel; B-score at 10 µM; 1.2% of 310,000 active; Q9NPC2; HEK293 KCNK9, FluxOR thallium flux fluorescence; hits give low values;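 active = ratio B-score over 3 SD below the library mean, with starting fluorescence within 5 SD of its mean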;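 also: negative B-score means less thallium flux so channel inhibition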
RGS4 pot: potentiators or activators of RGS4. HEK293 M3R/inducible RGS4, carbachol calcium flux Fluo4; hits give low values. B-score at 10 µM. 0.92% of 310,000 active. AID 463111;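 active = B-score of the integrated calcium signal more than 4 SD below the library mean, with starting fluorescence not abnormally high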;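 also: negative B-score means reduced calcium response which marks RGS4 activation or potentiation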
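Material: Inducible-RGS4 HEK293 cells carrying M3 receptor; also added: carbachol at ECmax as muscarinic agonist stimulus; incubation: compound preincubation 20 min at room temperature before agonist; signal: Fluo4-AM (2 µM) calcium-flux fluorescence, kinetic read; measure: integrated calcium ratio converted to B score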
HDAC3 inh: inhibitors of human histone deacetylase 3; recombinant HDAC3, fluorogenic peptide/trypsin coupled, fluorescence; inhibition, % at 8.3 µM; O15379; AID 2718; 0.15% of 320,000 active; in the data active = inhibition above about 26%, passing the limit was not always enough; inconclusive = no clear call, values can overlap the other calls
DYRK1A inh: inhibitors of rat Dyrk1A kinase; ADP-Glo luminescence, NFATc1 peptide; inhibition, % at 12.5 µM; 0.43% of 310,000 active; in the data active = inhibition above about 50%;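 also: plate controls were vehicle with enzyme for no effect and no enzyme for full effect; many of its hits are not listed in these tables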
PolyA inhibitor: yeast polyadenylation inhibition; S. cerevisiae SKY197-pL101 polyadenylation reporter, beta-gal luminescence; efflux-impaired pdr1/pdr3 knockout yeast; score 100 = 6 SD above DMSO; calls only at 12 µM; 0.02% of 300,000 active; AID 1875;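 active = lowest replicate activity score at least 50, where 100 means six control SD above control mean; inconclusive = lowest score under 50 but half or more replicates reach 50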;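 also: yeast exposed to compound for 9 h at 30 °C; higher score means more reporter readthrough which indicates perturbed polyadenylation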
KCNQ1 block: human KCNQ1 channel inhibition; P51787; CHO-K1 KCNQ1, FluxOR thallium flux fluorescence; hits give high values; B-score at 10 µM; 1.3% of 310,000 active; AID 2642;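 active = compounds whose thallium flux B-score, printed positive for inhibition, exceeds three library SD while starting fluorescence stays within three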;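 also: channel opened by potassium depolarization with thallium stimulus after 20 min compound exposure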
Target sequence (P51787 whole entry, looked up): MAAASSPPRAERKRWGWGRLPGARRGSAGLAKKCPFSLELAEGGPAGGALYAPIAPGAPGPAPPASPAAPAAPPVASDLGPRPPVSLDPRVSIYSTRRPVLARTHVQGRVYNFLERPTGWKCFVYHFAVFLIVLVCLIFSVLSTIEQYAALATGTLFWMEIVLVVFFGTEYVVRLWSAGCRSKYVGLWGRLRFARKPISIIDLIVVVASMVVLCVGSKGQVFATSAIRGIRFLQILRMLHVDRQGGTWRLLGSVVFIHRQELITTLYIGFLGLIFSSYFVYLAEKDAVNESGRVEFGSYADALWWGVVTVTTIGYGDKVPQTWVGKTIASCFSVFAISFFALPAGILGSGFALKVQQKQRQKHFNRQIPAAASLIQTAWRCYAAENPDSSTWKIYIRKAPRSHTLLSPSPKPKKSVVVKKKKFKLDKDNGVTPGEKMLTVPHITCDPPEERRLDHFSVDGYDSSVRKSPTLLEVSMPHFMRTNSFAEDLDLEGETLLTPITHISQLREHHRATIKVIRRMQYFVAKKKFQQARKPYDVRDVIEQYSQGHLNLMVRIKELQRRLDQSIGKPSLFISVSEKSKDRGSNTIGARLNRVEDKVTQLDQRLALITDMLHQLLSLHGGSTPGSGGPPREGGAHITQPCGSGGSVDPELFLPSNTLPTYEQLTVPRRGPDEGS
KCNQ1 pot: potentiators or activators of human KCNQ1 potassium channel. CHO-K1 KCNQ1, thallium flux FluxOR fluorescence; hits give high values. B-score at 10 µM. 0.35% of 310,000 active;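 active = fluorescence ratio B-score, a plate-corrected score, at least three library SD, with initial intensity B-score within 5 SD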
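Assay system: CHO-K1 cells stably expressing KCNQ1. Medium: assay buffer for compound exposure, DMSO matched across wells. Timing: 37 °C overnight plating, 90-min dark dye load, 20-min compound pretreatment. Signal: kinetic FluxOR fluorescence, 10 s baseline plus 110 s post-stimulus.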
KCNK3 block: human KCNK3 channel inhibition, primary screen; CHO-KCNK3 thallium flux, FluxOR fluorescence; hits give low values; B-score at 10 µM; 0.84% of 340,000 active; AID 602410;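 active = B-score under library mean minus 4 SD, starting fluorescence ratio at most library mean plus 5 SD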;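 also: more negative B-score means stronger inhibition of thallium flux through KCNK3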
hERG rescue: compounds protecting human hERG from proarrhythmic drug block | activation (rescue from dofetilide block), less the hit threshold, % at 10 µM | AID 1511 | CHO-hERG, FluxOR thallium flux, dofetilide IC70 present | Q12809 | 0.51% of 310,000 active;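 active = activation above the mean of controls blocked by dofetilide plus 5 SD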;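 also: thallium influx through hERG after potassium depolarization seen as dye fluorescence rise; in these data hits start at about 4.7%; inactives centre near -7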
* hit, by the source's call; i = inactive; ? = inconclusive; . = no result given.

SMILES	GSK3 alpha inh	GSK3beta inhib	KCNK9 block	RGS4 pot	HDAC3 inh	DYRK1A inh	PolyA inhibitor	KCNQ1 block	KCNQ1 pot	KCNK3 block	hERG rescue
C[C@@H](C(=O)NCC1CC1)[C@@H]1C[C@@]1(C)[C@@H](NC(=O)OCc1ccccc1)c1ccccc1	-4	-1	i	i	5	1	i	i	i	i	-7
COc1cccc(-c2nc(Oc3cc(C)cc(C)c3)c3ccccc3n2)c1O	2	4	i	i	10	.	i	i	i	.	-2
O=C(CSc1nc2ccccc2[nH]1)c1ccc2c(c1)OCO2	3	-5	i	i	4	16	.	i	i	i	-12
O=C(O)CN1C(=O)CC(Cc2ccc(Cl)cc2)C1=O (stereo unspecified)	-4	-1	i	i	?	-3	i	i	i	i	-10
Cc1cccc(NC(=O)CSc2nnc(-c3ccco3)c(-c3ccco3)n2)c1C	0	2	i	i	5	-1	i	i	i	i	-11
O=C(O)C1=C[C@@H](c2ccc(C(F)(F)F)cc2)C[C@@H](OCc2ccc(CO)cc2)O1	1	4	i	i	34*	0	i	i	i	i	-5
Cc1ccc(S(=O)(=O)N(C)C)cc1NC(=O)c1ccc(OC(F)(F)F)cc1	0	-27	i	i	-1	0	i	i	i	i	-4
CC1(C)c2cc(O)ccc2OC1N1CCOCC1 (stereo unspecified)	-2	-5	i	i	-9	2	i	i	i	i	-8
COc1ccc(C(=O)NCCS(=O)(=O)N2CCN(Cc3ccccc3)CC2)cc1	-1	-1	i	i	-2	-9	i	i	i	i	-15
O=C1NCCN1CCNS(=O)(=O)c1ccccc1[N+](=O)[O-]	-2	1	i	i	-5	-9	i	i	i	i	-3
COc1ccc2cc3cc(C(=O)NCc4ccc5c(c4)OCO5)oc3nc2c1	0	-1	i	i	8	21	i	i	i	i	-3
O=C(Nc1ccccc1Cl)ON=C1c2ccccc2-c2ccccc21	-2	-4	i	i	-4	-5	i	i	i	i	-9
CC(=O)N1CCC(C(=O)Nc2cc(C)cc(C)c2)CC1	0	2	i	i	-8	17	i	i	i	i	-12
CC(=O)c1ccc(S(=O)(=O)N2CCC(NC(=O)Nc3cccc(F)c3)CC2)cc1	-2	5	i	i	-12	.	i	i	i	i	-9
CC(Sc1nc(NCc2ccccc2)nc(N2CCOCC2)n1)C(=O)Nc1ccccc1 (stereo unspecified)	-1	0	i	i	1	5	i	i	i	i	-5
N#CC1=C(N)Oc2n[nH]c(-c3ccc(F)cc3)c2C1c1ccncc1 (stereo unspecified)	8	-2	i	i	2	0	i	i	i	i	2
CC1(C)C(C=C(Cl)Cl)C1C(=O)N1CCN(c2ccccc2)CC1 (stereo unspecified)	1	2	i	i	0	-6	i	i	i	i	-17
CCCCOc1ccc(/C=N/NC(=O)c2nnn(-c3nonc3N)c2CN2CCCCCC2)cc1	12	-4	i	i	13	-3	i	i	i	i	-5
C=C(C)c1cccc(C(C)(C)NC(=O)NCc2ccncc2)c1	-1	-3	i	i	-5	-6	i	i	i	i	-15
CC(C)(C)C1CCc2c(sc(NC(=O)CSc3nnc(-c4ccccc4)o3)c2C#N)C1 (stereo unspecified)	-3	0	i	i	4	-99	i	i	i	i	-13
C=CCOC(=O)C1=C(C)NC(SCC(=O)OCC)=C(C#N)C1c1ccc(C)cc1 (stereo unspecified)	-23	-3	i	i	9	-19	i	6*	i	i	-6
COc1cc2cc(C(c3nnnn3C(C)(C)C)N3CCc4ccccc43)c(=O)[nH]c2cc1OC (stereo unspecified)	-3	0	i	i	7	-2	i	i	i	i	-11
COc1cc(/C=C(\C#N)C(=O)NC(C)C)cc(Cl)c1O	12	-5	i	i	4	12	i	i	i	i	-15
CCCc1nnc(NC(=O)CCC(=O)N2CCN(CCOc3ccc(C)cc3)CC2)s1	1	0	i	i	2	-8	i	i	i	i	-8
O=C(/C=C/c1ccccc1)/C=C/c1ccccc1	0	0	i	i	.	-1	i	i	i	i	-8

An excerpt from above in order of molar mass, lowest first:
SMILES	GSK3 alpha inh	GSK3beta inhib	KCNK9 block	RGS4 pot	HDAC3 inh	DYRK1A inh	PolyA inhibitor	KCNQ1 block	KCNQ1 pot	KCNK3 block	hERG rescue
O=C(O)CN1C(=O)CC(Cc2ccc(Cl)cc2)C1=O (stereo unspecified)	-4	-1	i	i	?	-3	i	i	i	i	-10
O=C1NCCN1CCNS(=O)(=O)c1ccccc1[N+](=O)[O-]	-2	1	i	i	-5	-9	i	i	i	i	-3
O=C(O)C1=C[C@@H](c2ccc(C(F)(F)F)cc2)C[C@@H](OCc2ccc(CO)cc2)O1	1	4	i	i	34*	0	i	i	i	i	-5

(list continues)
SMILES	GSK3 alpha inh	GSK3beta inhib	KCNK9 block	RGS4 pot	HDAC3 inh	DYRK1A inh	PolyA inhibitor	KCNQ1 block	KCNQ1 pot	KCNK3 block	hERG rescue
Cn1c(=O)c(Sc2ccc(Cl)cc2)c(O)c2ccccc21	-2	2	i	i	-6	-3	i	i	i	i	-10
COc1ccc(CCn2c(NN=C3CCCCC3)nc3c2c(=O)[nH]c(=O)n3C)cc1	5	0	i	i	-4	.	i	i	i	i	-8
O=C(CN(c1ccc(F)cc1)S(=O)(=O)c1ccc2c(c1)OCCO2)NCc1cccnc1	-1	1	i	i	6	3	i	i	i	i	-4
COc1ccc(CNC(=O)c2cnc(C)cn2)cc1	3	2	i	i	-7	1	i	i	i	i	-3
Cc1ccc2oc(C(=O)N3CCC(O)(c4ccccc4)CC3)c(C)c2c1	-2	0	i	i	1	16	i	i	i	i	-6
O=C(C1=C[C@H](c2coc3ccccc3c2=O)C[C@H](OCCCCO)O1)N1CCOCC1	-2	3	i	i	-8	1	i	i	i	i	-9
Cc1ccc(NC(=O)c2cccc(NC(=O)CCC(=O)O)c2)cc1C	-1	-2	i	i	0	-1	i	i	i	i	-8
COc1ccc(CCNc2oc(-c3ccc(OC)c(OC)c3)nc2P(=O)(OC)OC)cc1OC	-2	1	i	i	-54	-3	i	i	i	i	-8
O=C(C1CCC1)N1CCc2cc(S(=O)(=O)N3CCCCC3)ccc21	0	1	i	i	0	-3	i	i	i	i	-7
O=C(CC1C(=O)NCCN1Cc1cccc(C(F)(F)F)c1)NC1CCOCC1 (stereo unspecified)	-2	3	i	i	0	-6	i	i	i	i	-7
CN(Cc1cnn(C)c1)C(=O)CC1C(=O)NCCN1Cc1cccc(Oc2ccccc2)c1 (stereo unspecified)	-2	1	i	i	-14	1	i	i	i	i	-12
O=C(CCn1c(=O)sc2ccccc21)NCCN1CCOCC1	-1	2	i	i	1	1	i	i	i	i	-9
O=C(NC(=S)Nc1ccc(O)cc1)c1cncc(Br)c1	0	-2	i	i	-1	-1	i	i	i	i	-8
Cn1cnnc1SC1c2cccc3cccc(c23)C1NS(=O)(=O)c1ccccc1 (stereo unspecified)	1	1	i	i	3	-1	i	i	i	i	-5
CN(Cc1ccccc1)C(=O)CN1CCN(C(c2ccccc2)c2ccccc2)CC1	1	2	i	i	3	.	i	i	i	i	-21
O=C(N/N=C/c1ccc(N2CCOCC2)s1)c1ccccc1Br	-2	-2	i	i	3	2	i	i	i	i	-17
COc1ccc2[nH]c(=O)c(CN(Cc3ccccc3)Cc3nnnn3CC3CCCO3)cc2c1 (stereo unspecified)	-5	-1	i	i	-2	-1	i	i	i	i	-1
Cc1ccc(NC(=O)CSCC(=O)OCc2cc(=O)oc3cc(O)ccc23)c(C)c1	-4	-4	i	i	-13	7	.	i	i	i	-15
C#CCOCCOCCOCCNc1nc(N2CCN(C(=O)C([C@@H](C)CC)n3cc(C(N)CO)nn3)CC2)nc(N2CCN(C(=O)[C@H](CCC(=O)O)n3cc(C(N)Cc4ccc(O)cc4)nn3)CC2)n1 (stereo partly specified)	.	-1	i	i	.	.	i	i	i	.	0
Cc1ccc2[nH]cc(C(=O)CCl)c2c1	1	4	i	i	1	-8	i	i	i	i	-14
C=CCn1c(CSc2ccccc2[N+](=O)[O-])n[nH]c1=S	-1	1	i	i	-6	2	i	i	i	i	-6
COc1ccccc1NC(=O)Cn1cnc2sc(C(=O)Nc3cc(OC)c(OC)c(OC)c3)c(C)c2c1=O	-1	-5	i	i	5	2	i	i	i	i	-3
COc1ccc(CC(=O)Nc2ccccc2N2CCCC2)cc1OC	1	1	i	i	-2	-4	i	i	i	i	-5
C=CCn1c(Cc2csc(N)n2)nnc1SCC(=O)Nc1ccc(C(=O)OCC)cc1	-1	1	i	i	-1	-1	i	i	i	i	-5
CCCCCCC(=O)NNC(=O)c1c(O)c2ccccc2n(CCC)c1=O	-8	5	i	i	-3	.	.	i	i	i	-5

(further entries)
SMILES	GSK3 alpha inh	GSK3beta inhib	KCNK9 block	RGS4 pot	HDAC3 inh	DYRK1A inh	PolyA inhibitor	KCNQ1 block	KCNQ1 pot	KCNK3 block	hERG rescue
O=C(C(Cl)Cl)N1c2ccccc2OCC1c1ccccc1 (stereo unspecified)	-1	2	i	i	0	2	i	i	i	i	-10
Cc1ccc(-n2nnnc2SCC(=O)Nc2c(C)n(C)n(-c3ccccc3)c2=O)cc1	2	-1	i	i	?	3	i	i	i	i	-5
Cc1ccc(N(CC2CO2)S(=O)(=O)c2ccc(C)cc2)cc1 (stereo unspecified)	-1	0	i	i	5	-4	i	i	i	i	-6
CCC(NC(=O)c1ccncc1)c1ccccc1 (stereo unspecified)	-1	-2	i	i	3	15	i	i	i	i	-9
O=S(=O)(Nc1cccc(-c2ccc(N3CCCCCC3)nn2)c1)c1cccc(F)c1	0	-1	i	i	8	.	i	i	i	i	-8
COc1cc([N+](=O)[O-])cc(CN2CCCCC2)c1O	-6	-5	i	i	8	9	i	i	i	i	-2
COCCN(C(=O)c1csnn1)C(C(=O)NC1CCCC1)c1ccccc1F (stereo unspecified)	1	.	i	i	4	-6	i	i	i	i	-11
Cn1ncc(Cl)c1C(=O)N1CCN(S(=O)(=O)c2ccc(Cl)s2)CC1	2	0	i	i	11	-2	i	i	i	i	-6
CCOc1ccc(C(C)=O)cc1CC(C(N)=O)C(N)=O	-4	2	i	i	-4	1	i	i	i	i	-1
CC(=O)CSc1nnc(-c2ccc(S(=O)(=O)N3CCOCC3)cc2)n1C	-2	1	i	i	-3	-1	i	i	i	i	-6
CN1CCN(C(=O)C2CCCN(S(=O)(=O)c3ccc(Cl)cc3)C2)CC1 (stereo unspecified)	3	0	i	i	-2	2	i	i	i	i	-11
COc1cc2c(cc1OC)CN(C(=O)c1cc3ccccc3oc1=O)CC2	-1	-2	i	i	-3	6	i	i	i	i	-9

This is a subset; rates above refer to the full screens.
